# Compound activity as filed in PubChem.
# D1 ag = agonists of human D1 dopamine receptor | HEK293 T-REx D1 cells, calcium flux, agonist mode | activation, % at 2 µM | 1% of 360,000 active | P21728; in the data active means activation above about 30%; further: 0% is about no effect
#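 Agonism was scored from calcium flux recorded over 180 s (1 read/s) after pintool compound addition, following a 10-cycle baseline. Cells were inducible force-coupled HEK293 TREx D1, plated overnight at 30 C and loaded with no-wash calcium dye.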
# RXFP1 agonist = RXFP1 (human) receptor agonism. HEK293T-RXFP1 cAMP TR-FRET, 30 min; response scale: percent of porcine relaxin response, buffer zero. 0.3% of 370,000 active. Potency, µM (titrated, usually from 57.5 µM), inactives show at the top dose activation, hits mostly activators; further: potency means the concentration at half of the fitted maximal effect; on the % scale 0 is the no-effect control and ±100 the full control effect; nearly all actives have a fitted effect of over 60% in size; many of its hits are not listed in these tables
# Target sequence (Q9HBX9 whole entry, looked up): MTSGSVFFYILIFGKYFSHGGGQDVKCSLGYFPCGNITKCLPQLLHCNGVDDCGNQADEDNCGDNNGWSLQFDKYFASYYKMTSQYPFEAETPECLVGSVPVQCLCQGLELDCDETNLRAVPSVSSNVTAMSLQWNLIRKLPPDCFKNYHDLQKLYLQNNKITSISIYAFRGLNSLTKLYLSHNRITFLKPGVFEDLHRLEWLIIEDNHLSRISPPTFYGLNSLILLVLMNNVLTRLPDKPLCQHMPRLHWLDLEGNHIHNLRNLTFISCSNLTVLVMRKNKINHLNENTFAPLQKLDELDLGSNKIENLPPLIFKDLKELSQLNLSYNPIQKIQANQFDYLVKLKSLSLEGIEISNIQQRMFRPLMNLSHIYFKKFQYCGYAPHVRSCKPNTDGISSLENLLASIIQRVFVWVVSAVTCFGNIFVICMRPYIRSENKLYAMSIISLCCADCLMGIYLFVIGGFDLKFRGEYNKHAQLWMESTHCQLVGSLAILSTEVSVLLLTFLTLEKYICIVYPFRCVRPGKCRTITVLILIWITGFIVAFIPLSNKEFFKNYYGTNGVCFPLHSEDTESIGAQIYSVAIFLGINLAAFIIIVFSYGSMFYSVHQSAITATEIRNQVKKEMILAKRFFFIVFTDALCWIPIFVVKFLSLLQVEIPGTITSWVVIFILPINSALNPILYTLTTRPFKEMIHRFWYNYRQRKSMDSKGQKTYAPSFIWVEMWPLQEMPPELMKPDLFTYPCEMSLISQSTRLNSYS
#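 HEK293 cells stably expressing RXFP1, treated 30 min at 37C with compounds plus PDE4 inhibitor Ro 20174; cAMP measured by HTRF TR-FRET. Normalized to buffer and 29 nM porcine relaxin; EC50 by Hill fit.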
# Vif-A3F inh = blocks the Vif interaction with APOBEC3F; HeLa A3F-eYFP + Vif (tagged APOBEC3F with the HIV-1 protein that degrades it), YFP fluorescence increase; Potency, µM (highest dose often 46.1 µM), for the others: at the highest dose activity, negative = active; 0.2% of 390,000 active; further: potency means the concentration at half of the fitted maximal effect; % of control where 0% means no effect; nearly all actives have a fitted effect of over 65% in size
#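 HeLa cells stably expressing A3F-eYFP plus Vif, plated and incubated overnight at 37 deg C, then exposed to compounds overnight at 37 deg C. Blocked degradation read as raised yellow fluorescence (Ex 488/Em 500-530).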
# D1 potentiator = human D1 dopamine receptor positive modulation. HEK293 TREx D1 cells, calcium flux, dopamine EC20 potentiation. potentiation, % at 10 µM. 0.036% of 360,000 active; in the data active means potentiation above about 30%; further: 0% is about no effect
# LDHA inh = LDHA (human) enzyme inhibition | P00338 | purified LDHA, NADH/diaphorase-resazurin fluorescence; hits give low values | activity change, % (values are at about 110 or 230 µM) | 0.15% of 480,000 active | AID 1347041; in the data active means activity change below about -30%;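 further: plate controls were DMSO wells for no effect and wells without enzyme for full effect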
#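 Human LDH5 at 2 nM final in Tris HCl pH 7.4 with 0.06 mM NADH and 0.2 mM pyruvate, reacted 5 minutes at room temperature. Remaining NADH coupled via diaphorase/resazurin; resorufin fluorescence read at 0 and 20 minutes, normalized to enzyme-free and DMSO wells.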
# D2 potentiator = positive allosteric modulators of human D2 dopamine receptor; P14416; HEK293 T-REx D2, calcium flux, EC20 dopamine potentiation; potentiation, % at 10 µM; 0.34% of 340,000 active; AID 485347;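 active means potentiation over 3 SD above the plate norm, cut at about 30% in these data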; further: 0% is about no effect
#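 Potentiation of an EC20 dopamine calcium response measured kinetically over 180 s, after a preceding 180 s compound-only read flagging agonists. Cells: inducible Hek293 Trex D2 line, 4000/well, cultured overnight at 30 C before dye loading.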
# Vif-A3G inh = inhibitors of Vif-APOBEC3G interaction; Q9HC16; HeLa A3G-eYFP + Vif (tagged APOBEC3G with the HIV-1 protein that degrades it), YFP fluorescence, overnight; Potency, µM (highest dose often 46.1 µM), for inactives: at the top dose activity, negative = active, actives largely listed as inhibitors; 0.076% of 410,000 active;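 further: potency means the concentration at half of the fitted maximal effect; on the % scale 0 is the no-effect control and ±100 the full control effect; nearly all actives have a fitted effect of over 60% in size; hits raise eYFP signal because A3G escapes Vif-driven loss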
#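 Read-out is eYFP fluorescence (Ex 488/Em 500-530) from Vif-expressing HeLa A3G-eYFP cells; more signal means A3G escaped Vif-mediated degradation. Cells plated overnight, compound pinned in, incubated overnight at 37 deg C.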
# Glioma ERSR ind = induces the endoplasmic reticulum stress response in human glioma cells; AID 602332; Potency, µM, for the others: at the highest dose activation, hits mostly activators; 0.02% of 420,000 active; U87-MG GRP78 promoter luciferase reporter, 16 h; further: potency means the concentration at half of the fitted maximal effect; series mostly up to about 76 µM; % of control where 0% means no effect; nearly all actives have a fitted effect of over 35% in size
#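 Stably transfected U87-MG human glioma cells carrying a GRP78-based luminescent sensor were seeded at 1000 cells/well, pin-dosed with compounds and incubated 16 h. Luciferase reagent was then added, and end-point luminescence was read after 10 min at room temperature.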
# D1 antag = blocks dopamine activation of the human D1 receptor; P21728; HEK293 TREx D1 cells, calcium flux, dopamine EC80; hits give low values; activity change, negative = inhibition, % at 10 µM; 3.2% of 360,000 active; in the data active means activity change below about -30%; further: on the % scale 0 is the no-effect control and ±100 the full control effect
#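 HEK293 T-REx cells expressing inducible, force-coupled D1 receptor; no-wash Ca dye, 30–90 min RT. Cmpd → 180 s read at 1 Hz → EC80 DA → 180 s read.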
# * = called active by the depositor; x = not tested or not shown; & = joins results of further samples. Unless noted, the call rests on the fitted dose curve; in most records, active means well fitted curve in the direction sought with a large enough effect; inconclusive means small, poorly fitted or top-dose-only effect, or another doubt; inactive means no such curve, though single readings can be large; an effect the other way counts as inactive or inconclusive.
SMILES,D1 ag,RXFP1 agonist,Vif-A3F inh,D1 potentiator,LDHA inh,D2 potentiator,Vif-A3G inh,Glioma ERSR ind,D1 antag
CCn1c(SCC(=O)NNC(=O)c2ccc(OC)cc2)nnc1-c1cccnc1,0,0.4%,-2%,-2,-6,0,-1%,2%,0
CNc1ncc(C(=O)c2ccccc2)s1,1,-1.5%,-11%,10,-7,10,0%,5%,1
Cc1ccc(NC(=O)CC2C(=O)NC3CCCCC3N2C(=O)c2ccc(F)cc2)cc1C (stereo not drawn),2,-0.1%,6%,0,-7,-12,-4%,-2%,4
CCc1ccc(-c2cc(C)no2)cc1S(=O)(=O)NCCN1CCC(C)CC1,6,1.4%,1%,-2,-1,-17,4%,1%,-13
Cc1ccc(CNC(=O)c2ccc(CS(=O)(=O)c3ccccc3C)o2)cc1,0&-1,0.4%&1.1%,0%&-3%,-8&-1,-3&3,11&3,0%&-2%,-7%&-1%,25&-3
CC(C)c1ccc(S(=O)(=O)N2CCN(C(C)C(=O)N3CCCC3)CC2)cc1 (stereo not drawn),0,0.4%,11%,-9,-4,-6,-7%,1%,5
Cc1sc2ncnc(NCCCO)c2c1C,2,7.0%,-9%,0,0,12,-1%,-3%,2
COc1ccc(C)cc1NC(=O)C(OC(=O)C1CC1)c1ccccc1 (stereo not drawn),0,-0.5%,5%,-6,-8,-15,-3%,7%,8
FC(F)(F)c1cccc(Cc2noc(CN3CCCC(OCc4ccccn4)C3)n2)c1 (stereo not drawn),3,4.0%,7%,-5,-2,5,2%,-3%,3
COc1ccc(-n2c(C)nc3cc(C(=O)NCCN4CCOCC4)ccc32)cc1,3,1.0%,4%,-4,-1,-3,1%,-4%,-7
CCOC(=O)Cc1nnc(NCc2ccccc2)c2ccccc12,1,0.6%,2%,7,0,5,2%,-1%,-11
Cn1c(CNC(=O)c2ccco2)nnc1SCC(=O)Nc1cccc(Br)c1,1,1.6%,4%,-3,-3,9,-2%,-7%,-6
COc1nccnc1NS(=O)(=O)c1ccc(N=Cc2c(C)[nH]n(-c3ccc(C)c(C)c3)c2=O)cc1,1,0.8%,-3%,-2,0,-5,1%,0%,5
COc1ccc(S(=O)(=O)N2CCC(C(=O)NCc3ccncc3)CC2)cc1,0,6.6%,12%,-6,0,-12,7%,-1%,-24
C/C(=N\NC(=O)c1ccc(CSc2nc(C)cc(C)n2)cc1)c1ccco1,-3,-0.4%,-9%,-1,-4,-13,-2%,-5%,x
CC(C)=CCC/C(C)=C/CNC(=O)C[C@H]1C[C@H](C(=O)N(C(C)C)C(C)C)[C@@]2(C)c3[nH]c4cc(-c5ccco5)ccc4c3CCN2C1=O,x,x,-20%,x,5,x,-2%,0%,x
COc1ccc(NC(=S)NCCCN2CCCC2)cc1Cl,2,1.1%,-4%,-5,-3,-11,-3%,-5%,-10
CS(=O)(=O)N1CCN(c2ccnc3cc(Cl)ccc23)CC1,3,0.7%,0%,5,-5,x,1%,-4%,-5
CCn1c(=O)c(C(C)=O)nc2ccccc21,1,0.6%,-14%,3,-1,-2,-1%,-5%,2
O=C1[C@H](Oc2ccccc2)[C@@H](c2ccccc2)N1c1ccncc1,x,x,3%,x,-3,x,-21%,-10%,x

# Reprinted from the results shown (seven entries):
SMILES,D1 ag,RXFP1 agonist,Vif-A3F inh,D1 potentiator,LDHA inh,D2 potentiator,Vif-A3G inh,Glioma ERSR ind,D1 antag
CCn1c(SCC(=O)NNC(=O)c2ccc(OC)cc2)nnc1-c1cccnc1,0,0.4%,-2%,-2,-6,0,-1%,2%,0
CNc1ncc(C(=O)c2ccccc2)s1,1,-1.5%,-11%,10,-7,10,0%,5%,1
Cc1ccc(NC(=O)CC2C(=O)NC3CCCCC3N2C(=O)c2ccc(F)cc2)cc1C (stereo not drawn),2,-0.1%,6%,0,-7,-12,-4%,-2%,4
CCc1ccc(-c2cc(C)no2)cc1S(=O)(=O)NCCN1CCC(C)CC1,6,1.4%,1%,-2,-1,-17,4%,1%,-13
Cc1ccc(CNC(=O)c2ccc(CS(=O)(=O)c3ccccc3C)o2)cc1,0&-1,0.4%&1.1%,0%&-3%,-8&-1,-3&3,11&3,0%&-2%,-7%&-1%,25&-3
CC(C)c1ccc(S(=O)(=O)N2CCN(C(C)C(=O)N3CCCC3)CC2)cc1 (stereo not drawn),0,0.4%,11%,-9,-4,-6,-7%,1%,5
Cc1sc2ncnc(NCCCO)c2c1C,2,7.0%,-9%,0,0,12,-1%,-3%,2

# Next section:
SMILES,D1 ag,RXFP1 agonist,Vif-A3F inh,D1 potentiator,LDHA inh,D2 potentiator,Vif-A3G inh,Glioma ERSR ind,D1 antag
CCN(CC)C(=O)[C@H]1C[C@H](CC(=O)NCc2ccco2)C(=O)N2CCc3c([nH]c4ccc(Cl)cc34)[C@]12C,x,x,3%,x,-9,x,-4%,-2%,x
COc1ccc(NC(=O)C2=NN(c3ccccc3)C(=O)CC2)cn1,1,1.6%,-16%,-8,6,-6,-6%,-5%,4
CCN(C(=O)Cn1cnc2c1c(=O)n(C)c(=O)n2C)c1ccccc1C,-1,-1.3%,0%,-1,-14,5,0%,-1%,7
O=C(CCSCc1cccc(Cl)c1)NCc1ccccc1Cl,8,3.1%,-2%,-1,6,-10,2%,-1%,-11
O=C(OCCN=C1NS(=O)(=O)c2ccccc21)c1ccccc1F,3,2.4%,10%,0,-13,3,-4%,-1%,-6
COc1cccc(CNC(=O)c2ccc(-c3nc(CS(=O)c4ccccc4)c(C)o3)cc2)c1 (stereo not drawn),1,-0.1%,-1%,0,1,-7,6%,0%,-6
CCCn1cc(CN2CCC(n3nccc3NC(=O)C(OC)c3ccccc3)CC2)c(C)n1 (stereo not drawn),1,0.3%,-4%,4,-16,9,2%,-3%,3
COc1ccc(Nc2nc(-c3cccc(Cl)c3)c3c(n2)-c2ccccc2OC3)cc1,1,4.6%,-12%,-2,-3,4,-3%,-1%,-2
CCOc1ccc(N2CC(C(=O)Nc3cc(Cl)ccc3-n3cncn3)CC2=O)cc1 (stereo not drawn),-1,-0.4%,8%,13,-9,13,0%,-5%,7
COc1ccc2cc(CN(CCO)C(=O)c3ccccc3F)c(=O)[nH]c2c1,1,-0.7%,8%,-3,-6,x,-4%,-3%,1
COC1C=CC(CNC(=O)c2cc3c(=O)n4cccc(C)c4nc3n2C)(OC)O1 (stereo not drawn),3,10%,-5%,-5,3,-4,-1%,-6%,-5
O=C(CCn1c(=O)c2cccn2c2cccnc21)N1CCN(c2ccc(Cl)cc2)CC1,1,1.4%,-2%,1,-5,x,-8%,-1%,0
CN(C(=O)CSc1nc2ccccc2n1Cc1ccccc1C#N)c1ccccc1,0,-3.3%,5%,1,-14,x,3%,-2%,6
Cc1ccccc1-c1nc2sc3c(c2c(=O)o1)CCC3,0,-1.6%,-13%,0,-4,0,-5%,-2%,8
NS(=O)(=O)c1ccc(CNC(=O)COc2ccc3c4c(c(=O)oc3c2)CCCC4)cc1,4,14%,0%,1,-7,2,1%,8%,9
CC(=O)C[C@H](O)CC(=O)[C@H]1OC(=O)[C@H](C)C/C=C\Cc2ccccc21,1,-1.1%,-1%,-1,1,-6,-2%,-2%,7
N#Cc1c(NC(=O)CN2CCN(C(=O)c3ccco3)CC2)sc2c1CCCCC2,2,-0.1%,0%,1,2,5,1%,-3%,0
CC(C)(C)c1ccc(C(=O)NNC(=S)NCC2CCCO2)cc1 (stereo not drawn),3,0.0%,-9%,1,-8,0,1%,-3%,-13
Cc1cc(=O)oc2cc(OCC(=O)Nc3ccc(F)cc3F)ccc12,3,22%,2%,-3,-2,6,-1%,-2%,19
Cn1cccc1C(=O)NC(=O)COC(=O)c1ccccc1Sc1ccccc1C#N,3,-1.2%,-2%,-1,-7,-5,4%,-1%,-10
CCn1c(SCC(=O)Nc2nc(C)cs2)nnc1C(NC(=O)c1ccccc1Cl)C(C)C (stereo not drawn),-1,3.2%,6%,0,-4,4,-7%,-1%,3
COc1ccc(OC)c(NC(=O)CCc2nnc3ccc(NCc4ccco4)nn23)c1,0,2.2%,11%,-6,-5,0,2%,-9%,14
Cc1ccc(N(CC(=O)NC(C)(C)C)C(=O)CNC(=O)c2cccs2)cc1,3,-1.3%,-27%,8,-1,-5,1%,-1%,24
O=C(Cc1c(F)cccc1Cl)Nc1nccs1,4,2.1%,-7%,-4,-4,1,0%,-3%,-1
CCCCN(CCCC)CCNC(=O)Cc1nc2c(c(=O)[nH]c(=O)n2C)n1C,5,1.8%,x,-6,x,x,x,x,-6
Cc1ccc(C)c2c1c1ccccc1n2C,0,-0.3%,3%,-4,6,-6,-4%,-5%,12
O=C(CN1CCN(Cc2cccc(Cl)c2)C1=O)NCC1CCCO1 (stereo not drawn),1,0.4%,0%,-8,-2,-4,1%,-1%,-21
CC(C)(C)OC(=O)N1CCC(CNC(=O)c2ccccc2)CC1,1,-1.9%,-8%,-10,-8,11,2%,-2%,-20

# An excerpt from above in order of formula weight, high to low:
SMILES,D1 ag,RXFP1 agonist,Vif-A3F inh,D1 potentiator,LDHA inh,D2 potentiator,Vif-A3G inh,Glioma ERSR ind,D1 antag
CCn1c(SCC(=O)Nc2nc(C)cs2)nnc1C(NC(=O)c1ccccc1Cl)C(C)C (stereo not drawn),-1,3.2%,6%,0,-4,4,-7%,-1%,3
COc1ccc(OC)c(NC(=O)CCc2nnc3ccc(NCc4ccco4)nn23)c1,0,2.2%,11%,-6,-5,0,2%,-9%,14
CCCCN(CCCC)CCNC(=O)Cc1nc2c(c(=O)[nH]c(=O)n2C)n1C,5,1.8%,x,-6,x,x,x,x,-6
O=C(CN1CCN(Cc2cccc(Cl)c2)C1=O)NCC1CCCO1 (stereo not drawn),1,0.4%,0%,-8,-2,-4,1%,-1%,-21
Cc1ccc(C)c2c1c1ccccc1n2C,0,-0.3%,3%,-4,6,-6,-4%,-5%,12

# This is a subset. The share of hits here may be higher or lower than overall.
